# MCL1 BIM primary – inhibitors of human MCL1 binding to BIM-BH3 peptide. Q07820. GST-MCL1 / FITC-Bim-BH3 fluorescence polarization. inhibition, % at 10.9 µM. 0.68% of 320,000 active. AID 2057;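 active means inhibition above the mean inhibition of all tested compounds plus 3 SD, set per campaign, cut at about 40% in these data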;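 further: 0% = DMSO wells and 100% = unlabeled Bim-BH3 peptide control; higher means more loss of mP so more displacement of Bim peptide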
# Target sequence (Q07820 whole entry, looked up): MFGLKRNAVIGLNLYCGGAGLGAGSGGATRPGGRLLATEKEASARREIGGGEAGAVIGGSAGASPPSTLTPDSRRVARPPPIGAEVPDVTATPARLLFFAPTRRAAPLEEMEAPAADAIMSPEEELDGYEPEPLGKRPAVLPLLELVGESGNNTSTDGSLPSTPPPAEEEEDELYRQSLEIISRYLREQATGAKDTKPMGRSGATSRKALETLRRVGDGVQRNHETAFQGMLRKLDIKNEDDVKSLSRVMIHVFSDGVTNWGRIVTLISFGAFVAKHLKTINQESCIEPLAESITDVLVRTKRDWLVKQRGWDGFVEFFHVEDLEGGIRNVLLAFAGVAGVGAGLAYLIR
# MEX-5 binding – C. elegans MEX-5 TCR-2 RNA binding activity; 0.38% of 300,000 active; Q9XUB2; activity score (negative = inhibition of binding), % at 10 µM; MEX-5/FITC-TCR2 RNA binding, fluorescence polarization; stronger effect = lower value; AID 1832;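 active means inhibition past about -25% in most replicates, and total fluorescence under double the plate's negative control median, limit read from the data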;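 further: 0% = DMSO and -100% = 5 µM competing unlabeled TCR2 RNA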
# Target sequence (Q9XUB2 whole entry, looked up): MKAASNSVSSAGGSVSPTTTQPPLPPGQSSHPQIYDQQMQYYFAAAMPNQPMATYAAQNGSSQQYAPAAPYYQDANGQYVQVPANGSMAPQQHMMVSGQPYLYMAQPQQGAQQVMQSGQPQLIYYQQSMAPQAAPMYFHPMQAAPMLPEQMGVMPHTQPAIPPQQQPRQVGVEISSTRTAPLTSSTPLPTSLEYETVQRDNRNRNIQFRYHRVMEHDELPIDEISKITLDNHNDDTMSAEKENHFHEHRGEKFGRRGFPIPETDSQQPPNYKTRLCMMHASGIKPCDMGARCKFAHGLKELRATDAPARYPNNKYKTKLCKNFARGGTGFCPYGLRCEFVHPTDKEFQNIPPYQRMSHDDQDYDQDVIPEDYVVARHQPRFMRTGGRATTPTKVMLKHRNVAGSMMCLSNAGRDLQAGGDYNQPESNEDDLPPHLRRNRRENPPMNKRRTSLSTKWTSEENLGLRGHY
# GRK2 inh – inhibitors of human GRK2 displacing RNA aptamer. bead flow cytometry, FAM-aptamer displacement from GRK2. AID 488847. inhibition of aptamer binding, % at 10 µM. P25098. 0.59% of 330,000 active;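 active means inhibition of aptamer binding above 40%, roughly 3 SD of noise, on plates passing a quality check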;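 further: median bead fluorescence of bound FAM aptamer so fluorescent compounds give negative values; no value below 0 was filed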
# VLA-4 inh – inhibition in a human VLA-4 binding assay; P13612; VLA-4 expressing cells, ligand binding flow cytometry; inhibition, % (about 7 µM as worked out from the volumes in the protocol); 0.2% of 330,000 active; in the data active means inhibition above about 50%
# BCLXL inh – inhibitors of human Bcl-xL; Q07817; 0.7% of 320,000 active; GST-Bcl-xL / FITC-Bim BH3 peptide fluorescence polarization; inhibition, % at 10.9 µM;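 active means inhibition above the mean of all tested compounds plus 3 SD, cutoff set per campaign, cut at about 30% in these data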;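 further: 0% = DMSO wells and 100% = unlabeled Bim-BH3 peptide competitor; inhibitors lower millipolarization by displacing the labeled peptide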
# Target sequence (Q07817 whole entry, looked up): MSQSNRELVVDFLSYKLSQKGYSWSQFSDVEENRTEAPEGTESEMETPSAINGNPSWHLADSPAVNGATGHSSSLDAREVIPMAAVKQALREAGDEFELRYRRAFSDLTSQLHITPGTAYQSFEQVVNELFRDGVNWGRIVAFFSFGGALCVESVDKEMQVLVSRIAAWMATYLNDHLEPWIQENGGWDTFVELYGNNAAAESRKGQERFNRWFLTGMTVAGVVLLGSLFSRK
# AGP1 TOR yeast – yeast TOR pathway AGP1-GFP modulation. S. cerevisiae AGP1-GFP multiplex flow cytometry, 3 h; GFP as percent of DMSO wells. GFP response vs DMSO, % at 10 µM. 0.02% of 320,000 active. AID 2066;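 active means GFP response relative to DMSO above a set limit, near screen average plus 3 SD, cut at about 150% in these data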;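 further: median GFP channel fluorescence of the gated AGP1 strain per well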
# GLD-1 RNA inh – GLD-1-TGE RNA interaction inhibition (C. elegans); Q17339; purified GLD-1 + fluorescein TGE RNA, fluorescence polarization; inhibition, % at 5.96 µM; 0.44% of 320,000 active;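 active means percent inhibition above a per-plate cutoff, the plate mean of test compounds plus 3 SD, cut at about 30% in these data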;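 further: 0% = DMSO wells with GLD-1 and probe and 100% = wells lacking GLD-1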
# Fam108B counter – counter-screen for RBBP9 inhibitors: inhibitors of mouse Fam108B; recombinant Fam108B, FP-Rh probe fluorescence polarization; inhibition, % at 9.51 µM; 0.33% of 300,000 active;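 active means inhibition above the screen mean inhibition plus 3 SD, computed separately per campaign, cut at about 18% in these data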;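 further: inhibitors lower polarization as less probe binds the enzyme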
# CIT2-GFP yeast – alters CIT2-GFP fluorescence in TOR pathway yeast screen; S. cerevisiae CIT2-GFP strain, flow cytometry, 3 h; 100 means same as DMSO wells; GFP response vs DMSO, % at 10 µM; 0.065% of 320,000 active; AID 2029;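 active means GFP response relative to DMSO above a set limit, near the screen mean plus 3 SD, cut at about 150% in these data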;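 further: ratio of well median GFP fluorescence to mean of DMSO wells on the plate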
# Numbers without * were called inactive; . = no result given.
SMILES	MCL1 BIM primary	MEX-5 binding	GRK2 inh	VLA-4 inh	BCLXL inh	AGP1 TOR yeast	GLD-1 RNA inh	Fam108B counter	CIT2-GFP yeast
CCc1c(C)sc(NC(=S)N2CC(C)OC(C)C2)c1C(=O)OC (centres undefined)	1	2.1	0	11	6	95	3	0	91
CCOc1ccc2cc(C3CC(c4ccco4)=NN3S(C)(=O)=O)c(Cl)nc2c1 (centres undefined)	9	1.3	15	22	5	110	3	-1	112
COc1cc2c(cc1OC)C(c1ccco1)CC(=O)N2 (centres undefined)	3	0.3	0	7	1	96	3	2	101
CN(C)S(=O)(=O)c1ccc(N2CCCC2)c(C(=O)NC2(C)CCS(=O)(=O)C2)c1 (centres undefined)	-7	-0.5	0	0	0	123	-3	-4	104
Cc1occc1C(=O)NCc1ccc2c(c1)OCO2	1	-0.9	0	-20	0	94	0	1	102
Cn1c(=O)c2c(SCC(=O)Nc3ccccc3F)nc(-c3ccccc3F)nc2n(C)c1=O	-6	0.2	0	10	-3	92	-9	-4	92
Cc1ccc(CCNC(=O)C2CCCN(C(=O)c3cc4sccc4n3C)C2)cc1 (centres undefined)	8	-0.2	0	-6	6	99	1	0	98
CCNC(=O)CC1C(=O)N(c2ccc(C)cc2)C(=O)N1Cc1ccccn1 (centres undefined)	6	1.6	2	-5	4	106	0	0	102
Cc1ccc(CC2SC(=Nc3ccccc3)N(c3ccccc3)C2=O)cc1 (centres undefined)	6	0.0	0	4	5	101	5	-1	100
Cc1c(NC(=O)Cn2ccc([N+](=O)[O-])n2)c(=O)n(-c2ccccc2)n1C	4	2.4	0	-10	1	97	-5	-1	93
Cc1ccc(N2C(=O)CC(Sc3nccc(C)n3)C2=O)cc1 (centres undefined)	7	0.6	5	2	5	108	-4	-3	102
CC(/C=N/n1c(-c2ccc(C)cc2)n[nH]c1=S)=C\c1ccco1	-4	2.0	3	15	-1	92	-5	5	95
CC(C)(C)C(=O)N1CCN(c2nc3ccc(Br)cc3s2)CC1	7	-3.6	0	13	9	102	-2	-2	97
COc1ccc(C(=O)OCC(=O)NC(C)CCc2ccccc2)cc1OC (centres undefined)	5	2.0	2	22	7	102	-2	-2	100
CCOC(=O)N1CCc2c(sc(NC(=O)C3=COCCO3)c2C(N)=O)C1	-1	-0.1	0	9	-3	104	2	-3	98
O=C(COc1ccccc1F)Nc1nnc(-c2ccncc2)s1	11	-6.7	0	3	4	118	3	1	.
Cc1ccc2c(c1)N(CCCC(=O)Nc1cccc(C(F)(F)F)c1)C(=O)CO2	6	5.2	0	1	6	15	0	-2	98
CC1=NN(S(=O)(=O)c2ccc(C)cc2)C(=O)c2ccccc2O1	-6	0.3	7	-4	-3	106	1	-2	96
CCOc1ccc(NC(=O)Nc2ccccc2C(N)=O)cc1	-1	-2.2	0	15	7	109	2	2	118
CCOc1ncccc1C(=O)OCC(=O)c1c[nH]c2ccccc12	-5	.	0	-79	3	110	4	.	106
C[C@@H](O)Cc1cn(CC(=O)NCCCCCCCCCCC(=O)N2CCNCC2)nn1	-1	.	0	-17	5	94	4	-2	90
Cc1ccc(C2(C)NC(=O)N(CC(=O)NC(C)c3ccccc3)C2=O)cc1 (centres undefined)	-11	0.1	0	-17	-3	92	-4	-2	98
COC(=O)C1=C(N)Oc2cc(C)n(Cc3cccnc3)c(=O)c2C1c1ccccc1OC (centres undefined)	9	-1.6	2	2	3	87	0	3	89
COc1cccc(-c2nc(N3CCN(C)CC3)c3ccccc3n2)c1O	4	1.7	0	1	5	91	1	3	90

# Compound profiles, as listed above. Values in the order: MCL1 BIM primary	MEX-5 binding	GRK2 inh	VLA-4 inh	BCLXL inh	AGP1 TOR yeast	GLD-1 RNA inh	Fam108B counter	CIT2-GFP yeast
# O=C(COc1ccccc1F)Nc1nnc(-c2ccncc2)s1 in the list: 11	-6.7	0	3	4	118	3	1	.
# COC(=O)C1=C(N)Oc2cc(C)n(Cc3cccnc3)c(=O)c2C1c1ccccc1OC (centres undefined) in the list: 9	-1.6	2	2	3	87	0	3	89
# Cc1ccc2c(c1)N(CCCC(=O)Nc1cccc(C(F)(F)F)c1)C(=O)CO2 in the list: 6	5.2	0	1	6	15	0	-2	98

# (continued)
SMILES	MCL1 BIM primary	MEX-5 binding	GRK2 inh	VLA-4 inh	BCLXL inh	AGP1 TOR yeast	GLD-1 RNA inh	Fam108B counter	CIT2-GFP yeast
CC(=O)c1c(OC(=O)c2ccccc2Br)ccc2c(C)cc(=O)oc12	-7	-2.6	0	14	-3	88	-11	4	90
O=C(c1ccccc1F)N1CCN(S(=O)(=O)c2ccc3ccccc3c2)CC1	15	-1.8	0	10	6	107	-3	0	104
COc1ccc(NS(=O)(=O)c2cccc(C(=O)NCC(c3ccc(OC)cc3)N3CCCC3)c2)cc1 (centres undefined)	-3	-0.8	0	5	3	102	-10	-5	91
O=C(O)CNC(=S)N(Cc1ccco1)Cc1ccccc1Cl	16	.	0	5	3	99	-2	0	101
O=C(NCC1CCCO1)C1c2ccccc2C(=O)N1Cc1ccc2c(c1)OCO2 (centres undefined)	-2	-0.7	1	27	1	101	-3	1	108
O=C(NNC(=O)C1CCCCC1)c1ccco1	0	3.6	0	14	-4	86	7	0	93
O=C(COC(=O)c1cc2ccccc2oc1=O)Nc1cccc(S(=O)(=O)N2CCCCCC2)c1	5	0.9	0	-2	2	96	1	3	100
COc1ccc(NC(=O)C(=O)NCCN2CCN(C(=O)c3cccc(Br)c3)CC2)cc1	1	-1.7	1	24	6	122	3	1	121
c1ccc(CCNC2=NCCS2)cc1	4	0.2	0	42	3	98	-3	-3	102
Cn1c(C(=O)NC2CCCC2)cc2c(=O)n(C)c3ccccc3c21	-2	-0.9	0	-1	1	101	-2	-3	93
Cc1cc([N+](=O)[O-])nn1CC(=O)N1CCN(Cc2ccccc2)CC1	3	1.0	0	25	1	101	-4	2	96
OC(COCc1ccccc1)CN1CCCCC1 (centres undefined)	2	-1.2	0	8	2	98	1	5	102
CCOC(=O)c1sc(NC(=O)COC(=O)CNC(=O)C2CCCCC2)c(C(=O)OCC)c1C	-10	-0.7	3	13	-3	94	4	2	101
OCCN(Cc1ccccc1)Cc1ccc(Cl)cc1	10	0.9	0	-23	4	104	-2	0	106
CCOc1cc2c(cc1OC)C(NC(=O)c1ccco1)CC2=O (centres undefined)	2	1.2	0	7	3	98	-3	-6	99
COCc1cccc(N2C(=O)CC(C3C=C(C)C4C(=O)N(c5cccc(COC)c5)C(=O)C4C3)C2=O)c1 (centres undefined)	1	1.5	5	10	5	101	0	-4	96
Cc1ccc(C)c(NC(=O)CN2C(=O)COc3ccc(S(=O)(=O)N4CCCC4)cc32)c1	3	2.4	3	23	4	109	9	-1	107
CCn1cc(C(=O)N2CCN(c3ccc(OC)cc3)CC2)c2cc(OC)c(OC)cc2c1=O	-3	1.5	2	3	2	100	3	-4	93
CCN(CC(=O)Nc1ccccc1C(F)(F)F)C(=O)CSCc1ccc(C)cc1	-3	-2.0	1	1	-2	103	0	4	89
Cc1ccc(S(=O)(=O)NC(N)=NCCc2ccccc2)cc1C	-4	3.2	0	2	1	90	3	-1	88
COc1ccc(Cl)cc1NC(=O)c1nnn(CC(=O)Nc2ccc(OC)c(OC)c2)c1N	-6	1.4	0	15	-3	102	1	-1	105
COc1ccc(C(CNC(=O)Cc2ccc(-c3ccccc3)cc2)N(C)C)cc1 (centres undefined)	6	5.4	0	11	7	97	-3	-2	102
O=C1CC(N(Cc2ccco2)C(=O)Nc2ccc(F)cc2)C(=O)N1c1ccc(F)cc1 (centres undefined)	7	1.1	2	-8	5	95	5	-3	105
CC(CN1CCCCC1)OC(=O)c1cccc(F)c1 (centres undefined)	-7	0.5	2	8	-2	102	2	2	104
O=S(=O)(Nc1ncccn1)c1ccc(NC(=S)N2CCN(Cc3ccc(F)cc3Cl)CC2)cc1	3	1.4	0	4	7	98	-5	-3	102
CC1=C(C(=O)Nc2ccccc2C)C(c2cccnc2)n2nc(CCCO)nc2N1 (centres undefined)	-9	-3.4	0	7	1	103	2	2	102
CC(C)C(C)NC(=O)COC(=O)C1CCN(S(=O)(=O)c2ccc3c(c2)OCCO3)CC1 (centres undefined)	-2	2.3	0	0	-2	108	1	4	99
Cc1ccc(NC(=O)C2C3C=CC4(O3)C2C(=O)N(CCCN2CCCCC2)C4C(=O)NC2CCCCC2)cc1Cl (centres undefined)	3	1.4	0	4	-1	73	2	-1	85
Cc1ccc(NC(=S)NC(NC(=O)N(C)C)C(Cl)(Cl)Cl)cc1 (centres undefined)	-4	.	2	0	-1	89	-1	4	87
O=C(CN1CCN(Cc2ccc(F)cc2Cl)C1=O)NCCCN1CCOCC1	-5	0.4	1	32	-2	104	8	1	101
O=C(N/N=C/c1cc(Cl)c(O)c(Cl)c1)c1cc2c(ccc3ccccc32)o1	6	3.5	5	3	7	89	7	37*	94
O=c1oc2c(CN3CCOCC3)c(O)ccc2c2c1CCC2	10	.	4	34	4	101	-6	3	92
CC(Cn1cncn1)NC(=O)c1cc(COc2cccc(C(F)(F)F)c2)on1 (centres undefined)	14	0.7	0	11	6	98	5	-2	98
CCc1noc(C)c1C(=O)Nc1cc(S(=O)(=O)N2CCOCC2)ccc1OCC(F)(F)F	-26	-1.8	0	13	-3	126	3	1	107
COCc1nnc(NC(=O)c2cc(C(=O)OC)cc([N+](=O)[O-])c2)s1	-9	0.8	2	22	-5	98	-8	-4	102
Cc1cc(N/N=C/c2ccccc2F)c2ccccc2n1	-2	2.9	2	2	1	100	-3	1	99
CCOc1ccc(C(=O)Nc2cccc(-c3ccc4nncn4n3)c2)cc1	-2	-0.6	0	4	0	95	-1	-3	91
Cc1ccc(C(=O)Nc2nccs2)s1	-6	-2.0	0	-6	0	100	-1	-1	100
COC(=O)c1cccc(NC(=O)CCSc2ccc(Cl)cc2)c1C	3	0.0	3	-3	8	91	1	-2	93
COCCn1c(SC(C(=O)Nc2cc(C)ccc2OC)c2ccccc2)nnc1-c1ccc(Cl)cc1 (centres undefined)	-26	-0.4	0	23	-10	96	0	0	97
COc1cccc(C2CC(C(F)(F)F)n3ncc(C(=O)Nc4c(C)n(C)n(-c5ccccc5)c4=O)c3N2)c1 (centres undefined)	-5	1.8	3	14	-3	105	5	3	95
COC(=O)C(NC(=O)CCC(=O)N[C@@H](C(=O)OC)c1ccccc1)c1ccccc1 (some centres undefined)	-4	0.5	0	-19	-2	85	-2	-2	81
CCn1c(=O)n(CC)c2cc(N3CCCC3)c(NC(=O)c3cc(Cl)ccc3OC)cc21	5	-2.4	2	3	2	104	5	2	104
CC1CC(NC(=O)Cc2ccc(Br)cc2)CC(C)(C)C1 (centres undefined)	6	2.8	0	14	6	97	3	-1	95
CCN(CC)c1ccc(NC(=O)Cn2nnc(-c3cccc(OC)c3OC)n2)c(C)c1	4	-1.8	95*	-10	2	105	-1	-1	.
COc1cc(NC(=O)CSc2nc(=O)n(CCCN3CCOCC3)c3c2CCC3)cc(OC)c1	0	-1.0	0	6	4	98	-4	2	90
CNC(=O)c1ccccc1NC(=O)c1ccc(C)c(S(=O)(=O)N2CCCCC2)c1	5	-4.7	4	9	7	101	1	-4	92
Cc1cccc(NC(=O)CNC(=O)c2ccc3c(c2)OCO3)n1	1	-1.8	2	7	1	99	5	2	89
